# Source: PubChem (National Center for Advancing Translational Sciences (NCATS))
# USP2a inh – qHTS Assay for Inhibitors of Ubiquitin-specific Protease USP2a Using CHOP2 as the Reporter. Potency, µM (top dose mostly 38.3 µM), without a hit: at the highest dose activity change, negative = inhibition, actives largely listed as inhibitors. 330,000 tested, 0.01% active. USP2 core, Ub-CHOP2 coupled fluorogenic reporter, 485/531;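 further: potency means the concentration at half of the fitted maximal effect; plate controls were DMSO wells for no effect and full inhibition by NEM control for full effect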
# Target sequence (O75604 whole entry, looked up): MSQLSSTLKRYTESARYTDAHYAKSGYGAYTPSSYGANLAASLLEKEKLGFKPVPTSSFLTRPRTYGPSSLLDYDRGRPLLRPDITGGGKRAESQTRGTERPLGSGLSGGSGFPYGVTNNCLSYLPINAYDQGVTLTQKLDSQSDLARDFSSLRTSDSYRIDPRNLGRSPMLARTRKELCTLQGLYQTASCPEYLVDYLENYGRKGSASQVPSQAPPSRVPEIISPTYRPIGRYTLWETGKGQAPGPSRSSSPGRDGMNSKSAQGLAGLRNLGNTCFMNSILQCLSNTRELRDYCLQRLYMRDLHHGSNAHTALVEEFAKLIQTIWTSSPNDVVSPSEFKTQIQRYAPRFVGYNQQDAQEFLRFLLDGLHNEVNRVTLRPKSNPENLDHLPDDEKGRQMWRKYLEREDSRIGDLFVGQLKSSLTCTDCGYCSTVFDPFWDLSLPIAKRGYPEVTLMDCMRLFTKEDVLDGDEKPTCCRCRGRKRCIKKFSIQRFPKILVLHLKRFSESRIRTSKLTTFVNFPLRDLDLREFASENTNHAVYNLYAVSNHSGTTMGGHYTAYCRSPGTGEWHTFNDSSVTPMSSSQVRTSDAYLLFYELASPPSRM
#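 Deubiquitinase activity read as fluorescence (485/531 nm) after Ub-CHOP2 cleavage activates the enterokinase reporter on its substrate; USP2 core 10nM, Ub-CHOP2 and substrate 25nM each, 30min compound preincubation then 60min RT; data normalized to NEM, curves fitted.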
# Giardia killer – Small Molecules that selectively kill Giardia lamblia: qHTS; activity change, % at 7.66 µM, hits read low; 340,000 tested, 0.15% active; Giardia lamblia trophozoite viability; in the data active means activity change below about -80%; inconclusive means between about -30% and that limit;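 further: parasites exposed to compound for two days anaerobically before the ATP read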
#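 Giardia lamblia trophozoites (100 cells/well) were incubated with compounds for 48 h at 37 deg C under anaerobic conditions. Viability was read as ATP content by one-step luminescence after 15-30 min at room temperature.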
# Coupling enz – qHTS Assay for Inhibitors of Fructose-1,6-bisphosphate Aldolase from Giardia Lamblia: Coupling assay counterscreen; AID 2472, 2010; 290,000 tested, 0.67% active; activity change, negative = inhibition, % at 58.2 µM, hits read low; coupling enzyme system counterscreen, AmpLite Red fluorescence; in the data active means activity change below about -30%
#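 Compounds tested against the coupling enzymes alone at 57.5 uM final; readout was AmpLite Red fluorescence (525/598 nm) after 20 min at RT.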
# BCR signal inh – qHTS Assay to Find Inhibitors of Chronic Active B-Cell Receptor Signaling. Potency, µM (series often up to 46.1 µM), for inactives: top-dose ratio change, negative = lower green/red ratio, usual class: inhibitors. ABC-DLBCL IkBa-CBG/CBR reporter, luminescence ratio, 4 h. 340,000 tested, 0.05% active; active means well fitted inhibition curve with a large enough effect in the signal ratio, with a control signal flat, not every such curve was filed as active; inconclusive means small, poorly fitted or top-dose-only effect, or effect the other way, or a change in a side signal; the % refers to the signal ratio;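 further: potency means the concentration at half of the fitted maximal effect; plate controls were basal doxycycline-induced cells for no effect and cells given 10 µM MG132 for full effect; MG132 reads +100%, hits lower the ratio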
#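 Concentration-response series (up to 46 uM) were applied to TMD8 dual-reporter cells for 4 h at 37C with doxycycline. Green/red ratio, after filter-overlap correction, defined %Activity; red signal alone was normalised to basal cells and zero luminescence.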
# Eya2 inh – qHTS Assay for Inhibitors of the Phosphatase Activity of Eya2; Protein phosphatase EYA2 (Homo sapiens), O00167; recombinant Eya2, OMFP fluorescence dephosphorylation (OMFP is methylfluorescein phosphate); Potency, µM (top dose mostly 76.9 µM), without a hit: at the highest dose activity, negative = inhibition, usual class: inhibitors; 330,000 tested, 0.006% active; AID 488837, 2010; further: potency means the concentration at half of the fitted maximal effect
#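 Eya2 protein (added as 0.2 uM solution) was preincubated with compound for 10 min at ambient temperature in 50 mM HEPES pH 7.5, 50 mM NaCl, 5 uM MgCl2, 0.05% BSA, 1 mM DTT. OMFP (added at 50 uM) then reacted 10 min; fluorescence read at 485/525 nm.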
# GALK inh – qHTS Assay for Inhibitors of Human Galactokinase (GALK); 270,000 tested, 0.007% active; Purified GALK, Kinase-Glo residual ATP luminescence; P51570; AID 1868, 2009; Potency, µM (doses to about 57.5 µM), without a hit: at the top dose activity change, negative = inhibition, usual class: inhibitors; further: potency means the concentration at half of the fitted maximal effect
#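 Galactose (100 uM) and ATP (35 uM) were turned over by 5 nM GALK for 1 h at RT. Kinase-Glo Plus then converted the remaining ATP into a luminescent signal.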
# KCNH2 WT inh – qHTS for Inhibitors of KCHN2 3.1: Wildtype qHTS; Voltage-gated inwardly rectifying potassium channel KCNH2 (Homo sapiens), Q12809; U2OS, BacMam KCNH2, thallium flux FluxOr; stronger effect = lower value; activity change, % at 1.84 µM; 340,000 tested, 0.37% active; AID 720551, 2013;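 active means maximum activity change below -70%; inconclusive means maximum activity change between -70% and -50%; inactive means maximum activity change above -50%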
#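 U2OS cells transduced with wild-type KCNH2 virus are loaded with FluxOr dye for 45 min, and thallium flux is measured in kinetic reads before and after stimulation buffer. Rate constants are normalized to DMSO controls.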
# PKM2 activator – qHTS Assay for Activators of Human Muscle isoform 2 Pyruvate Kinase; Pyruvate kinase PKM (Homo sapiens), P14618; purified PKM2, Kinase-Glo ATP luminescence, activation; response scale: 0% is enzyme alone, no compound; Potency, µM (doses to about 57.5 µM), without a hit: at the top dose activation, usual class: activators; 260,000 tested, 0.34% active; AID 1631, 2009; further: potency means the concentration at half of the fitted maximal effect; nearly all actives have a fitted effect of over 55% in size
#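 hPK-M2, >95% pure; 0.1 mM ADP / 0.5 mM PEP final; imidazole pH7.2 buffer w/ 7 mM MgCl2, 50 mM KCl; 1 h RT; Kinase-Glo lum. Intermediate enzyme activity for dual inhibitor/activator qHTS.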
# B2AR arrestin – qHTS assay of beta-arrestin-biased ligands of beta2-adrenergic receptor; Beta-2 adrenergic receptor (Homo sapiens), P07550; beta-arrestin recruitment to beta2AR, cell-based reporter; Potency, µM (titrated, usually from 46.1 µM), for inactives: at the highest dose activation, usual class: activators; 330,000 tested, 0.02% active;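 further: potency means the concentration at half of the fitted maximal effect; 0% = DMSO controls and full agonism = EC100 isoproterenol or metaproterenol; nearly all actives have a fitted effect of over 65% in size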
# Target sequence (P07550 whole entry, looked up): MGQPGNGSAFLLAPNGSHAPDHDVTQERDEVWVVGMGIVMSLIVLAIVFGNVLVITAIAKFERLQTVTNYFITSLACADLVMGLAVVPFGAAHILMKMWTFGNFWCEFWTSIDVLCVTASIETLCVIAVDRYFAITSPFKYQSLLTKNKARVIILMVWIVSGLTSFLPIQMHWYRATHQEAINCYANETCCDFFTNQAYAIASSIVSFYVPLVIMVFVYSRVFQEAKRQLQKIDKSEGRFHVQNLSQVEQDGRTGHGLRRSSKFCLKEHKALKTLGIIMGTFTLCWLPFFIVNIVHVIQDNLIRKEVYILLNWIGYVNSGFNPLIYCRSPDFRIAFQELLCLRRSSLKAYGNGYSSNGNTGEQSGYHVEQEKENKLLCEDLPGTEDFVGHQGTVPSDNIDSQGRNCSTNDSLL
# KCNH2 3.1 block – qHTS for Inhibitors of KCHN2 3.1: Mutant qHTS; Potassium voltage-gated channel subfamily H member 2, brain isoform KCNH2 3.1 (human); U2OS KCNH2 3.1, thallium flux FluxOr; stronger effect = lower value; activity change, % (tested at about 1.8 µM); 340,000 tested, 0.95% active; AID 720553, 2013;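 active means maximum activity change below -70%; inconclusive means maximum activity change from -70% to -50%; inactive means maximum activity change above -50%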;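 further: thallium influx rate constant from kinetic fluorescence after stimulation buffer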
#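 Kinetic fluorescence (2 min after stimulation buffer) measures Tl+ influx through KCNH2 3.1 expressed by viral transduction in U2OS cells; the rate constant is normalized against DMSO controls serving as positive and negative references.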
# uPA surface inh – qHTS for Inhibitors of Cell Surface uPA Generation. cell surface uPA generation assay, qHTS. Potency, µM (doses to about 38.3 µM), without a hit: at the top dose activity change, negative = inhibition, actives largely listed as inhibitors. AID 540303, 2011. 330,000 tested, 0.31% active; active means well fitted inhibition curve with a large enough effect; inconclusive means small, poorly fitted or top-dose-only effect; inactive means no such curve, though single readings can be large or run the other way; tested in mouse RAW 264.7 cells; further: potency means the concentration at half of the fitted maximal effect; nearly all actives have a fitted effect of over 55% in size
# * = called active by the depositor; u = inconclusive; x = not tested or not shown; [ ] = dose if it differs, or a comment. Unless noted, the call rests on the fitted dose curve; in most records, active means well fitted curve in the direction sought with a large enough effect; inconclusive means small, poorly fitted or top-dose-only effect, or another doubt; inactive means no such curve, though single readings can be large; an effect the other way counts as inactive or inconclusive. Unless noted, on the % scale 0 is the no-effect control and ±100 the full control effect. No enrichment for hits; 2.4% or so of the library scored in one or more.
SMILES,USP2a inh,Giardia killer,Coupling enz,BCR signal inh,Eya2 inh,GALK inh,KCNH2 WT inh,PKM2 activator,B2AR arrestin,KCNH2 3.1 block,uPA surface inh
CC(C)(C)C1CCc2c(sc(N)c2C(N)=O)C1 (stereo not given),-1%,-20,-19,u,-14%,5%,0,8%,-0.6%,-3,-2%
Cc1ccccc1C1CCCN(C(=O)c2cc(COc3c(F)cccc3F)on2)C1 (stereo not given),-4%,-5,0,11%,-10%,0%,-8,4%,-0.9%,-1,23%
COc1ccc(C2/C(=C(/O)c3ccc(F)cc3)C(=O)C(=O)N2c2ccccn2)cc1OC (stereo not given),4%,21,1,1%,-2%,2%,-15,0%,-0.3%,-7,1%
O=C(COC(=O)c1cc(Br)ccc1O)c1ccc(F)cc1,2%,12,x,u,-11%,x,12,x,-0.6%,8,2%
CC(=O)OCCNC(=O)Cn1cnc2c1c(=O)n(C)c(=O)n2C,1%,-20,1,-2%,12%,0%,-1,3%,0.0%,21,6%
O=C(N/N=C/c1ccsc1)c1ccccn1,3%,13,-4,u,-27%,6%,-5,-27%,0.1%,5,-6%
CSc1ccc(CN(C)C(=O)CSCC(=O)Nc2ccc(C)cc2)cc1,1%,2,x,-11%,-3%,x,10,x,0.1%,2,-1%
O=C(Nc1nnc(C2CCCC2)s1)C1CCN(S(=O)(=O)c2ccc(Cl)cc2)CC1,-1%,-9,1,-14%,-8%,1%,-5,1%,-0.5%,-14,10%
COC(=O)CSc1nnc(CCc2ccccc2)n1C,0%,6,-2,-1%,6%,0%,2,0%,-0.8%,0,1%
CC(NC(=S)Nc1ccccc1)C(c1cccs1)N1CCOCC1 (stereo not given),2%,-6,2,-2%,-12%,5%,7,-5%,-0.4%,12,-6%
Cc1cccc(CN2CCc3c([nH]c4ccccc34)C2C(C)(C)C)n1 (stereo not given),3%,16,0,-8%,-3%,6%,4,2%[11.5 µM],0.1%,11,0%
COC(=O)C1=C(C)NC(=S)NC1c1ccc(OC(=O)c2ccco2)cc1 (stereo not given),2%,3,10,u,1%,-3%,-5,-1%,0.4%,-5,4%
O=C(NCCN1CCOCC1)N1c2ccccc2Sc2ccccc21,2%,2,-2,-2%,11%,2%,1,4%,-0.3%,14,5%
CCOC(=O)CNc1c(-c2ccc(OC)cc2)nc2ccc(Cl)cn12,3%,-1,-20,1%,-11%,-2%,15,-11%,-0.7%,-25,-11%
CCOc1ccccc1C(=O)NCC(=O)OCC(=O)N1C(C)CCCC1C (stereo not given),-1%,-20,4,-3%,2%,-4%,0,-5%,-1.8%,4,-2%

# The list goes on, overlapping the part above by two compounds.
SMILES,USP2a inh,Giardia killer,Coupling enz,BCR signal inh,Eya2 inh,GALK inh,KCNH2 WT inh,PKM2 activator,B2AR arrestin,KCNH2 3.1 block,uPA surface inh
CCOC(=O)CNc1c(-c2ccc(OC)cc2)nc2ccc(Cl)cn12,3%,-1,-20,1%,-11%,-2%,15,-11%,-0.7%,-25,-11%
CCOc1ccccc1C(=O)NCC(=O)OCC(=O)N1C(C)CCCC1C (stereo not given),-1%,-20,4,-3%,2%,-4%,0,-5%,-1.8%,4,-2%
O=C(NCC(c1cccs1)N1CCOCC1)c1ccc(Cl)c([N+](=O)[O-])c1 (stereo not given),0%,11,1,25%,2%,0%,-4,-2%,0.1%,-7,-6%
CC12CCCCC1(O)[N+](=O)C1=C(CCCC1)N2[O-] (stereo not given),-1%,-11,-11,-1%,17%,3%,-6,4%,-0.2%,7,2%
CCN1CCN=C1Nc1ccccc1,1%,-8,x,-1%,6%,x,x,x,0.2%,x,5%
CC(C)NC(=O)CSc1nnc2sc3ccccc3n12,-1%,10,3,-4%,4%,2%,-4,-5%,-0.2%,-7,x
CC1CN(C(=O)Nc2ccc(F)cc2)C2(CCCCCC2)O1 (stereo not given),2%,-7,1,3%,8%,5%,x,-4%,0.0%,13,-2%
Cc1ccc2[nH]c3c(=O)n(CC(=O)NCCCN(C)Cc4ccccc4)ncc3c2c1,4%,5,-3,-5%,-2%,-3%,-6,x,-0.2%,-5,-2%
COc1ccc(-c2nn(C)c3sc(C(=O)NCCN(C)C)cc23)cc1OC,4%,5,0,-17%,1%,x,3,x,-0.7%,-1,-6%
O=C(c1cccc(C(F)(F)F)c1)C1CCCN(C(=O)CCCn2cncn2)C1 (stereo not given),7%,-13,1,2%,-4%,-2%,0,7%,-0.6%,-6,-2%
CN1CCCN(C(=O)Cc2c(Cl)cccc2Cl)c2nc3ccccc3nc21,-2%,-6,4,6%,-39%,-1%,-2,-2%,-0.2%,9,2%
Cc1cc(C)n(CC(=O)N/N=C/c2ccc3c(c2)OCO3)n1,3%,3,5,8%,4%,-5%,18,-7%,-0.2%,7,0%
Cc1ccc(-c2[nH]c3ccccc3c2SCCNC(=O)c2ccc(S(=O)(=O)N3CCOCC3)cc2)cc1,-1%,-25,1,0%,2%,x,21,-2%,0.2%,-5,-24%
CC1CCc2c(sc3nc(CSc4nnnn4C)[nH]c(=O)c23)C1 (stereo not given),1%,6,2,u,-18%,x,-13,24%,-0.4%,-6,4%
Cc1ccc(-n2c(SCc3cc(=O)n4ccsc4n3)nnc2-c2cccnc2)c(C)c1,1%,0,1,-3%,26%,4%,19,1%,1.0%,-13,10%
Cc1cc(C)cc(N=c2c([N+](=O)[O-])nn(-c3cccc(Cl)c3)n2O)c1,2%,u,0,13%,-33%,1%,16,-2%,-0.3%,-15,x
COc1ccccc1-n1c(N)c(C(=O)NCC2CCCO2)c2nc3ccccc3nc21 (stereo not given),1%,5,-9,u,8%,1%,-26,8%,-0.5%,1,5%
COc1ccccc1C(=O)NC(=O)COC(=O)c1nc2nc(C)cc(C)n2n1,2%,5,x,11%,10%,x,-6,x,3.4%,-6,21%
COc1ccc(Br)c(C(=O)OCC(=O)NC(=O)NC2CCCC2)c1,0%,-19,x,u,-2%,x,-14,x,2.4%,7,5%
CCOc1ccc(CCNC(=O)CN2C(=O)NC(CCSC)C2=O)cc1OCC (stereo not given),1%,-1,0,u,6%,-2%,-3,-2%,0.0%,-7,-1%
COCCn1nc2cc(C(=O)NCc3cc(C(F)(F)F)cc(C(F)(F)F)c3)ccc2c1OC,3%,-2,-5,6%,3%,x,x,-6%,-0.5%,x,5%
COc1ccc(OC)c(C2CC(=O)C(C)C(c3cc(OC)ccc3OC)N2)c1 (stereo not given),0%,13,-1,4%,5%,-6%,-2,-1%,0.5%,1,-2%
Cc1cccc(N2C(=O)C3CCC(c4ccccc4)CC3C2=O)c1 (stereo not given),1%,13,2,-7%,-2%,2%,-6,-5%,0.1%,-7,-1%
CNc1nc(OCC(F)(F)F)nc(N2CCOCC2)n1,x,13,3,x,x,3%,-11,-3%,x,2,-4%
C/C(=N\NC(=O)c1ccco1)c1ccc(-c2ccccc2)cc1,2%,4,0,u,-1%,0%,1,-4%,0.6%,-6,-13%
CC(=O)N1N=C(c2ccccc2)CC1c1cn(Cc2ccccc2)c2ccccc12 (stereo not given),-3%,-3,4,0%,-4%,0%,1,0%,0.4%,8,-9%
CCc1nnc(NC(=O)c2ccc(S(=O)(=O)NCC(C)C)cc2)s1,2%,-2,0,5%,9%,0%,-6,2%,-0.1%,-5,-4%
COc1ccc(-c2cc(-c3ccccc3)no2)cc1,0%,-11,x,u,12%,x,5,x,-0.2%,7,u
N#Cc1cc([N+](=O)[O-])ccc1NCCCn1ccnc1,1%,-4,-1,-1%,7%,-1%,23,9%,0.0%,-7,3%
COc1ccc(C)cc1NC(=O)CCS(=O)(=O)c1ccc2c(c1)oc(=O)n2C,-1%,31[activator],x,-2%,-5%,4%,4,x,-1.1%,10,12%
Cc1cccc(OCC(=O)OCC(=O)c2c(N)n(C)c(=O)n(C)c2=O)c1C,2%,29,2,-2%,3%,6%,13,1%,0.0%,21,-8%
Cc1c(NC(=O)CSCc2ccc(Br)cc2)c(=O)n(-c2ccccc2)n1C,2%,10,0,2%,-17%,-1%,0,3%,0.0%,7,1%
